Screening data: PubChem BioAssay, National Center for Advancing Translational Sciences (NCATS)
FUS yeast rescue = suppressors of FUS proteinopathy in yeast | Potency, µM (series often up to 76.6 µM), inactives show at the highest dose growth rescue (activation), most hits filed as activators | AID 1347120 | actives 0.24% (n = 390,000) | S. cerevisiae FUS-expressing, growth rescue, OD600, 24 h;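 further: potency means the concentration at half of the fitted maximal effect; plate controls were DMSO vehicle for no effect and reference control for full effect; nearly all actives have a fitted effect of over 55% in size; some results filed as inactive show a strong effect at the top dose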
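Galactose (2%) drives FUS expression in yeast precultured in raffinose; seeding density OD 0.005. Test compounds incubated 24hr at 30C and 99% humidity before absorbance at 600 nm was measured.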
IL-2 act = activators of IL-2 | activation, % (series mostly up to about 46 µM) | AID 652025 | actives 0.065% (n = 360,000) | IL-2 activation reporter assay, cell-based qHTS; stimulated with anti-CD3/CD4/CD28 beads; in transgenic mouse T cells; in the data active means activation above about 50%; inconclusive means mostly about 30% to 49%; further: 0% is about no effect
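Readout: EGFP and DsRed signals by fluorescent plate cytometry. Unstimulated transgenic mouse T cells received compound 60 min before antibody-bead stimulation, then incubated 18 h at 37 degrees C.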
PLK1 PBD inh = blocks phosphopeptide binding to human PLK1 polo-box domain. actives 2.8% (n = 360,000). Plk1 PBD binding of FITC phosphopeptide, fluorescence polarization. Potency, µM, for the others: max response, negative = inhibition, usual class: inhibitors. P53350; further: potency means the concentration at half of the fitted maximal effect; series mostly up to about 57 µM; on the % scale 0 is the no-effect control and ±100 the full control effect; nearly all actives have a fitted effect of over 65% in size
PI5P4Ka inh = blocks human PI5P4K alpha kinase activity; PI5P4Kalpha enzyme, ADP-Glo luminescence, 60 min; stronger effect = lower value; max response, %; actives 1.2% (n = 330,000); AID 652105; active means max response of -50% or lower; inconclusive means between -30% and -50%; inactive means -30% or higher; further: value at the top dose of about 77 µM; on the % scale 0 is the no-effect control and ±100 the full control effect
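qHTS, 1536-well: enzyme/substrate mix, compound by pin tool, 5 microM ATP final; RT 60 min; ADP-Glo reagents 1 (45 min) then 2 (30 min); luminescence.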
EPAC1 ag = activates human EPAC1 exchange factor; Potency, µM (titrated, usually from 154 µM), for the others: top-dose activation, most hits filed as activators; O95398; EPAC1 agonist qHTS, biochemical assay; response scale: 100% = response to 6.5 mM cAMP; actives 0.073% (n = 360,000); further: potency means the concentration at half of the fitted maximal effect; nearly all actives have a fitted effect of over 60% in size
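Read-out is the fluorescence drop as BODIPY-GDP leaves Rap1B (480 nm excitation, 540 nm emission), recorded every 5 minutes over 30 minutes. Reactions held 100 nM EPAC1, 250 nM Rap1B–BODIPY-GDP and 50 uM GDP, with 6.5 mM cAMP setting full activation.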
WRN inhibitor = blocks human WRN helicase; WRN helicase unwinding, fluorescent forked duplex, kinetic; Potency, µM (top dose mostly 114 µM), inactives show at the highest dose activity change, negative = inhibition, hits mostly inhibitors; actives 0.46% (n = 360,000); further: potency means the concentration at half of the fitted maximal effect; on the % scale 0 is the no-effect control and ±100 the full control effect; nearly all actives have a fitted effect of over 55% in size
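Primary qHTS, 1536-well format. 20 nM WRN + compound, 15 min RT; start with 100 nM forked fluorophore/quencher duplex, 2 mM ATP (final); kinetic read ex 525/em 598 nm.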
Abeta yeast res = compounds reversing amyloid beta toxicity in yeast | yeast expressing A-beta42, growth rescue, OD600, 48 h; response scale: 0% DMSO, 100% iron-clioquinol control | Potency, µM (doses to about 46.1 µM), inactives show at the top dose growth rescue, hits mostly activators | actives 0.063% (n = 410,000); further: potency means the concentration at half of the fitted maximal effect; nearly all actives have a fitted effect of over 55% in size
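Growth rescue measured by 600 nm absorbance after 48 h yeast culture at 30 C with compound. Values normalized between DMSO and an equimolar ferric chloride plus clioquinol control.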
EPAC1 antagonist = EPAC1 (human) antagonism; Potency, µM (series often up to 115 µM), for inactives: at the highest dose activity change, negative = inhibition, usual class: inhibitors; actives 0.14% (n = 360,000); O95398; EPAC1 GEF assay, Rap1b-BODIPY-GDP exchange fluorescence;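 further: potency means the concentration at half of the fitted maximal effect; plate controls were vehicle for no effect and positive control for full effect; nearly all actives have a fitted effect of over 50% in size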
* hit, by the source's call; ? = inconclusive; · = no result given; & = joins results of further samples; [ ] = dose if it differs, or a comment. Unless noted, the call rests on the fitted dose curve; in most records, active means well fitted curve in the direction sought with a large enough effect; inconclusive means small, poorly fitted or top-dose-only effect, or another doubt; inactive means no such curve, though single readings can be large; an effect the other way counts as inactive or inconclusive.

SMILES	FUS yeast rescue	IL-2 act	PLK1 PBD inh	PI5P4Ka inh	EPAC1 ag	WRN inhibitor	Abeta yeast res	EPAC1 antagonist
COC(=O)C1=C(C(=O)OC)[C@@H]2N(C)c3ccccc3[C@@]23C[C@@H](C(=O)OC)N(C(=O)CC(C)C)C3=N1	36%	-0.3	6%	3	-1%	6%	3%	-7%
NC(=O)c1cc([N+](=O)[O-])ccc1NCc1ccc(N)cc1	-11%	1.4	3%	-6	-1%	8%	-3%	3%
O=C(CC(c1ccccc1)c1ccccc1)Nc1nn[nH]n1	14%	-1.1	-4%	-6	-5%	-2%	11%	15%
CC(=NC(C)C)C1=C(O)CCC1=O	-21%	13	-9%	0	1%	-1%	1%	-9%
O=[N+]([O-])c1cc2c(c(CSc3nnc4ccccn34)c1)OCOC2	8%	-4.7	-5%	-6	4%	1%	-12%	-23%
CCC(Oc1ccccc1)C(=O)Nc1cc(Cl)ccc1-n1cncn1 (stereo unspecified)	20%	-0.6	-9%	8	?	-18%	-3%	-17%
COC(=O)NNC(=O)/C=C/c1ccccc1	·	0.2	5%	14	1%	-20%	3%	12%
COc1ccc(Cl)cc1N(C)C(=O)CCc1nc(-c2ccc(C)cc2)no1	40%	-0.2	0%	12	11%	-11%	10%	1%
Cc1ccccc1OCC(O)CNC1CCCC1 (stereo unspecified)	1%	0.1	-12%	-4	-1%	-31%	7%	-8%
COc1ccc(C2Nc3ccccc3C(=O)N2O)cc1OC (stereo unspecified)	·	-2.4	-6%	-2	-10%	-7%	-24%	-18%
Cc1ccc(OCCC(=O)OCC(=O)Nc2ccc3[nH]c(=O)[nH]c3c2)cc1	2%	0.0	-4%	0	2%	-25%	2%	-2%
Cc1cc(-c2nnc(SCC(=O)Nc3ccc(F)c(F)c3)n2N)n[nH]1	-9%	-0.9	-8%	-3	2%	7%	1%	-17%
O=c1c2c3n(c(=O)nc2[nH]n1-c1ccccc1)CCCCC3	0%	0.0	-10%	-13	3%	2%	15%	-8%
COc1ccccc1NC(=O)CCC(=O)Nc1cc(OC)c(NC(=O)c2cccs2)cc1OC	-18%	3.0	27µM*	7	6%	-27%	-15%	1%
COc1ccc(C(C(=O)NC(C)(C)C)N(Cc2ccco2)C(=O)CCC(=O)Nc2cc(C)on2)cc1 (stereo unspecified)	9%	-0.4	-8%	0	-1%	-6%	-8%	-15%
O=C(c1ccc(-c2ccccc2)cc1)N1CCN(c2ccccn2)CC1	9%	0.6	-4%	4	2%	4%	-19%	-15%
Cc1ccc(/C=N/n2cnnc2)s1	2%	1.3	-3%	-1	20%	1%	3%	-5%
CCCn1nc([N+](=O)[O-])c(C(C#N)c2nc3ccccc3s2)c(Cl)c1=O (stereo unspecified)	22%	-0.4	24µM*	·	0%	?	-94%[inhibitor]	?
CC(=O)c1ccc(S(=O)(=O)N2CCN(c3ccccc3F)CC2)cc1	1%	1.4	-3%	1	7%	-1%	-5%	-11%
COc1ccc(N2CCN(C(=O)c3ccc(CS(=O)(=O)c4ccc(Br)cc4)o3)CC2)cc1	-3%&7%	-2.0	-11%	-2	-3%	-2%	4%&-13%	30%[activator]
O=C1NN=C2CCCCCC12 (stereo unspecified)	0%	-0.9	-5%	-6	-9%	13%	-2%	4%
CCOC(=O)C1=CCC(c2cc3ccc(OC)cc3n2C(=O)OC(C)(C)C)NC1 (stereo unspecified)	?	-0.6	1%	3	1%	-10%	-9%	-7%
CC(C)(CNS(=O)(=O)c1ccc2ccccc2c1)N1CCOCC1	·	-1.4	3%	6	3%	-5%	-25%	-13%
O=C(NC1CCCCCC1)c1cc2n(n1)C(C(F)(F)F)CC(c1ccco1)N2 (stereo unspecified)	25%	0.0	-4%	6	-19%	-14%	-2%	9%
O=C(Cc1ccc([N+](=O)[O-])cc1)Nc1cccc(C(=O)N2CCCC2)c1	5%	-1.3	-14%	-8	4%	-1%	1%	-11%

Structural class: the entries above with fluorine
SMILES	FUS yeast rescue	IL-2 act	PLK1 PBD inh	PI5P4Ka inh	EPAC1 ag	WRN inhibitor	Abeta yeast res	EPAC1 antagonist
Cc1cc(-c2nnc(SCC(=O)Nc3ccc(F)c(F)c3)n2N)n[nH]1	-9%	-0.9	-8%	-3	2%	7%	1%	-17%
CC(=O)c1ccc(S(=O)(=O)N2CCN(c3ccccc3F)CC2)cc1	1%	1.4	-3%	1	7%	-1%	-5%	-11%
O=C(NC1CCCCCC1)c1cc2n(n1)C(C(F)(F)F)CC(c1ccco1)N2 (stereo unspecified)	25%	0.0	-4%	6	-19%	-14%	-2%	9%

Five records drawn at random from those above:
SMILES	FUS yeast rescue	IL-2 act	PLK1 PBD inh	PI5P4Ka inh	EPAC1 ag	WRN inhibitor	Abeta yeast res	EPAC1 antagonist
CC(C)(CNS(=O)(=O)c1ccc2ccccc2c1)N1CCOCC1	·	-1.4	3%	6	3%	-5%	-25%	-13%
COc1ccc(C(C(=O)NC(C)(C)C)N(Cc2ccco2)C(=O)CCC(=O)Nc2cc(C)on2)cc1 (stereo unspecified)	9%	-0.4	-8%	0	-1%	-6%	-8%	-15%
COC(=O)NNC(=O)/C=C/c1ccccc1	·	0.2	5%	14	1%	-20%	3%	12%
O=C(NC1CCCCCC1)c1cc2n(n1)C(C(F)(F)F)CC(c1ccco1)N2 (stereo unspecified)	25%	0.0	-4%	6	-19%	-14%	-2%	9%
COc1ccc(C2Nc3ccccc3C(=O)N2O)cc1OC (stereo unspecified)	·	-2.4	-6%	-2	-10%	-7%	-24%	-18%

(continued)
SMILES	FUS yeast rescue	IL-2 act	PLK1 PBD inh	PI5P4Ka inh	EPAC1 ag	WRN inhibitor	Abeta yeast res	EPAC1 antagonist
CCCCOc1ccc(/C=C/C(=O)OCC(=O)N2CC(=O)Nc3ccccc32)cc1OCC	18%	-1.3	-5%	6	-36%[inhibitor]	7%	15%	-15%
CCOc1cc(C(=O)N/N=C/c2ccoc2)cc(OCC)c1OCC	2%	-3.3	-7%	0	14%	0%	-3%	18%
CNC(=O)c1cc2cc(Cl)cc(OC)c2oc1=O	·	-4.3	0%	5	-2%	-11%	0%	-3%
Cc1ccccc1NS(=O)(=O)c1ccc(C(=O)N2CCCC2)cc1	·	0.1	-9%	-4	7%	-17%	-9%	-2%
O=C1C(Cc2cccc([N+](=O)[O-])c2)SC(=Nc2ccccc2)N1c1ccccc1 (stereo unspecified)	·	0.4	-1%	6	-2%	-17%	24%	-4%
Cc1cc(C)c2oc(C(=O)N(Cc3cccs3)C3CCS(=O)(=O)C3)cc(=O)c2c1 (stereo unspecified)	28%	0.3	0%	0	-12%	-1%	-6%	19%
CCc1ccc(C(C)NC(=O)C2(C)CC2(Br)Br)cc1 (stereo unspecified)	-3%	-2.3	1%	2	2%	0%	13%	5%
COc1ccc(S(=O)(=O)N2CCC(CN3C(=O)c4cccc5cccc(c45)C3=O)CC2)cc1	-4%	0.0	5%	0	-6%	5%	13%	6%
Cc1ccc(-c2nc3ccc([N+](=O)[O-])cc3[nH]2)cc1	-32%	-3.3	-8%	-2	3%	-19%	-24%	-19%
C/C(Cl)=C/Cn1c(SCc2ccc(Cl)cc2)nc2c1c(=O)[nH]c(=O)n2C	-14%	1.9	?	1	4%	-18%	13%	-22%
COC(=O)C1C(c2ccccc2)C(C(=O)O)C1c1ccccc1 (stereo unspecified)	3%	0.1	-13%	1	3%	2%	9%	2%
CC1=C(C(=O)Nc2ccc(C(=O)N3CCN(c4cccc(Cl)c4)CC3)cc2)SCCO1	?	-0.7	-6%	-7	6%	-5%	11%	-9%
Cc1c(Br)c([N+](=O)[O-])nn1CC(=O)N1CCN(C23CC4CC(CC(C4)C2)C3)CC1	-10%	-0.7	-5%	5	0%	-2%	1%	-7%
CC1(Cc2ccc(OC(F)(F)F)cc2)C(=O)Nc2ccc(OC(F)(F)F)cc21 (stereo unspecified)	17%	-0.8	-1%	-22	-24%	-15%	-20%	?
CCOC(=O)/C=c1\s/c(=C(\C#N)C(=O)OCC)n(-c2ccccc2)c1=O	6%	1.5	-4%	0	5%	-9%	9%	0%
CSc1oc(-c2ccc(F)cc2)nc1S(=O)(=O)c1ccc(F)cc1	-27%	-0.1	-6%	-8	0%	-1%	2%	-20%
CC(C)(C)c1ccc(OCCCn2ccnc2)cc1	-8%	-3.1	-4%	13	-1%	4%	0%	-11%
CCCCn1nnnc1C1(C)CCC(=O)N1Cc1cc(OC)ccc1OC (stereo unspecified)	-17%	-0.5	-5%	1	-5%	1%	-8%	-4%
O=C(Nc1ccc2c(c1)OCO2)C1CCCN(S(=O)(=O)Cc2ccccc2)C1 (stereo unspecified)	32%	-3.0	-10%	4	-5%	5%[57.1 µM]	11%	-9%
Cn1c(=O)c2[nH]c(CN3CCN(Cc4ccccc4)CC3)nc2n(C)c1=O	15%	-0.2	-1%	9	-6%	7%	2%	-3%
COc1cc2c(cc1OC)C(c1cccc(F)c1)CC(=O)N2 (stereo unspecified)	16%	-0.1	0%	0	5%	1%[57.1 µM]	3%	-22%
